Bioassay records (PubChem)
MRP resist rev: reversal of MRP1-mediated doxorubicin resistance, primary screen, H69AR cells, doxorubicin co-treatment; differential viability (reversal), % at 10 µM; 85,000 compounds, 0.04% hits; H69AR cells + 2 uM doxorubicin, CellTiter-Glo, 72 h;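 active means viability drop by adding the cancer drug above about 55%, with treated viability meeting a 40% cutoff, limit read from the data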;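 further: viability without doxorubicin minus viability with 2 µM doxorubicin for each compound; larger differential means the compound sensitizes cells more to doxorubicin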
PLAP inhibition: PLAP enzyme inhibitors, biochemical, luminescence, HTS (AID 690) | one-dose inhibition, % at 20 µM; IC50 in µM for titrated hits | purified PLAP, luminescent substrate; higher % means a stronger effect | Alkaline phosphatase, placental type (Homo sapiens) | 96,000 compounds, 0.08% hits; in the data active means a potency from the dose series; inactive means the rest, 99 in 100 with inhibition below about 30%; further: strong numbers were not always called active
IL1B NFkB inh: inhibitors of IL-1B driven NFkB p65 nuclear import, primary screen, imaging, HUVEC, IL-1B stimulus, high-content imaging | HUVEC IL-1B NFkB p65 nuclear translocation imaging | inhibition, % at 2 µM | 94,000 compounds, 0.43% hits | AID 796, 2007;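 active means inhibition above about 30% together with a positive call from visual inspection of the well image, limit read from the data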;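 further: nuclear over cytoplasmic p65 intensity ratio measured by imaging; 0% = IL-1B stimulated DMSO wells and 100% = unstimulated DMSO wells; values of inactives mirror those of a sister screen read the other way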
IL1B NFkB pot: enhancers of NFkB p65 translocation in HUVEC – imaging, IL-1B stimulus, high-content imaging, primary screen. HUVEC IL-1B NFkB p65 nuclear translocation imaging. activation, % at 2 µM. 94,000 compounds, 0.3% hits;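 active means activation above 40%, about the mean plus 3 SD, also judged a hit on visual image review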;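 further: percent activation is computed from the nuclear over cytoplasmic p65 intensity ratio; values of inactives mirror those of a sister screen read the other way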
Bcl-B TR3 displacers: displacers of TR3 peptide from Bcl-B, primary screen, selectivity assay for Bfl-1 inhibitor project, biochemical, fluorescence polarization; Bcl-2-like protein 10 (Homo sapiens); FP displacement of FITC-TR3 peptide from Bcl-B; higher % means a stronger effect; displacement, % at 20 µM, or IC50 in µM where a hit was titrated; 96,000 compounds, 0.11% hits; AID 748, 2007;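 active means displacement above 50% at 20 µM plus a fluorescence interference ratio under 1.5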;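 further: plate controls were wells without compound for no effect and wells lacking Bcl-B protein for full effect; a part of the inactive calls stands beside numbers as strong as those of hits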
MRP resist rev cytotoxicity: also measured in MRP resist rev; calls as there; viability, %; H69AR cells, CellTiter-Glo, 72 h; measured here: cytotoxicity without doxorubicin
MRP resist rev with doxorubicin: second read-out of MRP resist rev, no call of its own (marks repeat the call); viability, %; measured here: viability with 2 uM doxorubicin; stronger effect = lower value
IL1B NFkB inh cell count 2 µM: also measured in IL1B NFkB inh; calls as there; cell count; measured here: cells passing quality filter;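 raw number of nuclei counted in each imaged well without normalization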
IL1B NFkB pot cell count 2 µM: second read-out of IL1B NFkB pot, no call of its own (marks repeat the call); cell count; measured here: cells passing quality filter
The depositor's hits bear a star; nt = not tested or not shown. Some of the compounds tested; the hit share may differ from the screen's.

SMILES	MRP resist rev	MRP resist rev cytotoxicity	MRP resist rev with doxorubicin	PLAP inhibition	IL1B NFkB inh	IL1B NFkB inh cell count 2 µM	IL1B NFkB pot	IL1B NFkB pot cell count 2 µM	Bcl-B TR3 displacers
COC(=O)c1cc(NC(=O)C2CC2)cc(C(=O)OC)c1	10.9	98.8	87.9	4.1%	11.3	101	-11.3	101	-3.6%
Cn1c(SCc2nn[nH]n2)nc2c1c(=O)n(Cc1ccccc1Cl)c(=O)n2C	1.6	97.8	96.2	-19.6%	-15.8	179	15.8	179	-5.6%
Cc1sc2nc(SC(C)C)nc(N)c2c1C	nt	nt	nt	0.4%	-34.1	117	34.1	117	-6.3%
N#Cc1c(SCC(N)=O)nsc1SCc1ccc(Cl)cc1	17.7	84.4	66.7	6.1%	-0.5	125	0.5	125	-0.1%
O=C(Nc1ccccc1Cl)c1cnccn1	4.7	95.0	90.3	10.1%	nt	nt	nt	nt	4.7%
CC(=O)Nc1ccc(NC(=O)CSc2ccc(C)cc2)cc1	-13.1	103.6	116.7	-5.9%	-21.4	56	21.4	56	6.4%
CCOC(=O)N1CCC(Nc2c(NCCCN3CCN(CC)CC3)c(=O)c2=O)CC1	2.1	111.5	109.4	-13.6%	0.4	192	-0.4	192	1.1%
COc1ccc(CC(=O)Nc2ccc3c(c2)CCC3)cc1S(=O)(=O)N1CCOCC1	-0.2	83.3	83.4	-68.9%	-20.7	162	20.7	162	-0.1%
Nc1nonc1C(=O)OCC(=O)N1CCCCC1	-1.2	99.0	100.2	5.2%	-6.6	140	6.6	140	6.1%
COc1cccc(C2CC(c3cccs3)=NN2C(=O)CSC2=NN3CCCC(=O)N=C3S2)c1OC (centres undefined)	-0.1	79.9	80.0	-59.7%	-0.4	193	0.4	193	-7.0%
Cc1cc(C)n(-c2nncn2NC(=O)c2ccc(Cl)cc2O)n1	6.7	92.9	86.2	-30.4%	-16.6	147	16.6	147	-1.5%
Cc1ccc(Nc2c3c(nc4ncnn24)CC(C)CC3)cc1 (centres undefined)	-24.3	63.5	87.8	-57.5%	5.8	160	-5.8	160	-3.6%

Part of the list above, limited to MRP resist rev, IL1B NFkB inh and PLAP inhibition:
molecule,MRP resist rev,IL1B NFkB inh,PLAP inhibition
Cn1c(SCc2nn[nH]n2)nc2c1c(=O)n(Cc1ccccc1Cl)c(=O)n2C,1.6,-15.8,-19.6%
Cc1sc2nc(SC(C)C)nc(N)c2c1C,nt,-34.1,0.4%

More records.
SMILES	MRP resist rev	MRP resist rev cytotoxicity	MRP resist rev with doxorubicin	PLAP inhibition	IL1B NFkB inh	IL1B NFkB inh cell count 2 µM	IL1B NFkB pot	IL1B NFkB pot cell count 2 µM	Bcl-B TR3 displacers
CS(=O)(=O)N1CCC(C(=O)NCCN2CCN(Cc3ccccc3)CC2)CC1	13.4	100.5	87.1	-12.0%	nt	nt	nt	nt	-0.9%
COc1cccc(C(=O)NC(=S)Nc2ccc(Cl)c(C(=O)O)c2)c1	nt	nt	nt	-17.0%	-12.4	164	12.4	164	-7.6%
Clc1ccc(Br)cc1-c1nc(-c2ccncc2)no1	15.3	98.6	83.3	8.3%	12.5	142	-12.5	142	-7.9%
CCC1(C)Cc2ccccc2/C(=C/C(=O)N2CCCCC2)N1 (centres undefined)	19.4	97.5	78.1	-26.7%	5.3	125	-5.3	125	1.9%
CC1(C)Cc2c(sc3ncn4nnnc4c23)CO1	-7.4	99.2	106.6	-7.7%	nt	nt	nt	nt	-8.1%
CC1(C)Cc2c(sc3c2C(=O)N(c2ccccc2)C2=NCCN23)CS1	10.0	98.1	88.1	-25.6%	16.9	167	-16.9	167	0.3%
COc1cc2nc(C3CCC3)n(NC(=O)C(OC(C)=O)c3ccccc3)c(=O)c2cc1OC (centres undefined)	0.8	84.0	83.2	-13.5%	nt	nt	nt	nt	-4.8%
Cn1nnc(C(O)CNCc2cccs2)n1 (centres undefined)	0.8	95.7	94.9	10.7%	-10.8	204	10.8	204	1.0%
CCOc1cc(N2CCOCC2)c(OCC)cc1NC(=O)c1nc2nccc(C)n2n1	9.0	94.2	85.2	-17.1%	nt	nt	nt	nt	-0.1%
O=C(NNC(=O)c1sc2cccc(Cl)c2c1Cl)Nc1ccccc1	nt	nt	nt	-0.5%	-2.3	96	2.3	96	7.5%
CCOc1ccc(N2C(=O)CN=C2Nc2ccccc2F)cc1	-19.2	88.1	107.3	-6.8%	3.2	176	-3.2	176	6.8%
CCn1c(CSc2nc(C)cc(C)n2)nnc1SCC(=O)N1CCCc2ccccc21	1.8	95.4	93.6	-36.0%	-20.3	197	20.3	197	-0.6%
CCOC(=O)c1sc(C)c2c(=O)n(CCCN3CCOCC3)cnc12	1.0	90.3	89.3	-34.7%	nt	nt	nt	nt	-0.2%
CCn1cc(C(=O)N2CC=C(c3ccccc3)CC2)c(=O)c2ccc(C)nc21	15.5	98.8	83.3	nt	2.1	144	-2.1	144	-0.5%
c1ccc(-c2cc(CSc3nc4ccccc4[nH]3)on2)cc1	6.9	94.9	88.1	16.6%	-5.8	105	5.8	105	-13.1%
Cc1ccc(S(=O)(=O)N(CCCO)Cc2cc3c(C)ccc(C)c3[nH]c2=O)cc1	12.2	96.9	84.7	-72.6%	5.8	167	-5.8	167	-1.8%
Nc1nc2n(n1)C(c1cccs1)CC(c1ccc(Br)cc1)N2 (centres undefined)	20.7	106.6	85.9	-7.1%	-28.9	138	28.9	138	0.7%
CCOCc1nnc(NC(=O)CSc2ccccc2)s1	4.3	85.6	81.3	5.6%	-14.7	129	14.7	129	3.1%
CCOC(=O)N1CCN(C(=O)c2ccc3c(=O)n(CCC4=CCCCC4)c(=O)[nH]c3c2)CC1	7.0	39.0	32.0	-10.1%	-0.3	92	0.3	92	-1.6%
O=c1cc(-c2ccccc2)nc2nc(-c3ccco3)[nH]n12	-2.6	95.7	98.3	-3.4%	-14.4	118	14.4	118	6.6%
CCCN(C#N)c1nc(NCC)nc(NC(C)C)n1	-5.5	79.1	84.6	8.6%	-2.0	122	2.0	122	-8.6%
COc1cc(/C=C/C(=O)O)cc(S(=O)(=O)N(C)CCO)c1OC	nt	nt	nt	5.3%	-7.0	156	7.0	156	-1.0%
Cc1cc(/C=N\O)c(C)n1-c1ccncc1	-23.0	75.8	98.8	9.1%	10.9	34	-10.9	34	-6.6%
CSc1ccccc1NC(=O)CN(C)S(=O)(=O)c1ccc(F)cc1	6.7	96.5	89.8	24.9%	3.0	159	-3.0	159	2.1%
CCOC(=O)C1=C(C)NC2=C(C(=O)CCC2)C1c1ccc(N(C)C)cc1 (centres undefined)	13.0	100.2	87.2	-7.7%	4.8	75	-4.8	75	-8.7%
COc1ccccc1N1CCN(S(=O)(=O)c2cccc(F)c2)CC1	19.9	93.6	73.8	-28.4%	6.3	110	-6.3	110	2.0%
CC(C)N(C(=O)CSc1nc2c([nH]1)c(=O)n(C)c(=O)n2C)c1ccccc1	1.4	90.7	89.3	-3.0%	5.0	145	-5.0	145	-2.9%
CCCN(CC(=O)c1cc(C)n(C)c1C)S(=O)(=O)c1cccc(C(F)(F)F)c1	nt	nt	nt	-3.2%	-16.2	103	16.2	103	2.6%
COc1ccc(N2CCN(Cc3nc4c(c(=O)n(C)c(=O)n4C)n3Cc3cccc(C)c3)CC2)cc1	-7.8	71.1	78.8	-55.1%	nt	nt	nt	nt	-2.3%
COc1ccc(NC(=O)c2oc3ccccc3c2NC(=O)c2ccc3c(c2)OCO3)cc1	nt	nt	nt	-0.1%	14.5	83	-14.5	83	-3.6%
COc1cccc(N2CCN(c3ncccn3)CC2)c1	-3.0	97.0	100.0	3.0%	12.7	108	-12.7	108	-2.5%
Cc1ccnc(NS(=O)(=O)c2ccc(NC(=O)c3ccc(C)o3)cc2)n1	-1.7	95.3	97.0	nt	-14.6	133	14.6	133	nt
COc1ccc(NC(=O)N2CCC(C(=O)c3ccc(F)cc3)CC2)cc1	14.9	88.4	73.5	15.1%	-5.7	148	5.7	148	-3.1%
CCCS(=O)(=O)N1CCCC(C(=O)NCCN(C)Cc2ccccc2)C1 (centres undefined)	4.5	88.7	84.2	-13.2%	0.7	171	-0.7	171	10.0%
O=C(Nc1cccc(Br)c1)c1cc2ccccc2o1	-1.4	67.5	68.9	-8.0%	-3.2	141	3.2	141	-5.3%
C=CCn1c(SCC(=O)NCc2ccco2)nc2sc3c(c2c1=O)CCCC3	15.6	96.9	81.3	14.8%	14.6	137	-14.6	137	1.3%

Compound profiles (already shown):
Listed for COc1ccc(NC(=O)c2oc3ccccc3c2NC(=O)c2ccc3c(c2)OCO3)cc1 = MRP resist rev = nt; MRP resist rev cytotoxicity = nt; MRP resist rev with doxorubicin = nt; PLAP inhibition = -0.1%; IL1B NFkB inh = 14.5; IL1B NFkB inh cell count 2 µM = 83; IL1B NFkB pot = -14.5; IL1B NFkB pot cell count 2 µM = 83; Bcl-B TR3 displacers = -3.6%
Listed for Cn1nnc(C(O)CNCc2cccs2)n1 (centres undefined) = MRP resist rev = 0.8; MRP resist rev cytotoxicity = 95.7; MRP resist rev with doxorubicin = 94.9; PLAP inhibition = 10.7%; IL1B NFkB inh = -10.8; IL1B NFkB inh cell count 2 µM = 204; IL1B NFkB pot = 10.8; IL1B NFkB pot cell count 2 µM = 204; Bcl-B TR3 displacers = 1.0%
Listed for CCOC(=O)c1sc(C)c2c(=O)n(CCCN3CCOCC3)cnc12 = MRP resist rev = 1.0; MRP resist rev cytotoxicity = 90.3; MRP resist rev with doxorubicin = 89.3; PLAP inhibition = -34.7%; IL1B NFkB inh = nt; IL1B NFkB inh cell count 2 µM = nt; IL1B NFkB pot = nt; IL1B NFkB pot cell count 2 µM = nt; Bcl-B TR3 displacers = -0.2%

Continuation:
SMILES	MRP resist rev	MRP resist rev cytotoxicity	MRP resist rev with doxorubicin	PLAP inhibition	IL1B NFkB inh	IL1B NFkB inh cell count 2 µM	IL1B NFkB pot	IL1B NFkB pot cell count 2 µM	Bcl-B TR3 displacers
COc1ccc(-c2noc(-c3ccccc3C(=O)NCc3ccco3)n2)cc1	-6.6	79.0	85.6	15.3%	-8.7	154	8.7	154	-9.4%
NC(=O)N1CCN(C(=O)c2ccco2)CC1	-0.8	97.8	98.6	-29.4%	31.3*	16*	-31.3	16	0.9%
CCOC(=O)N1CCN(C(=O)N2CCOCC2)CC1	1.0	84.4	83.4	16.4%	3.2	109	-3.2	109	-5.0%
Cc1nn(C)cc1C(=O)Nc1cc(Oc2ccc(Cl)cc2)cc([N+](=O)[O-])c1	nt	nt	nt	14.1%	-6.5	145	6.5	145	0.7%
COC(=O)c1ccc(NC(=O)C2CCCCC2C(=O)O)cc1 (centres undefined)	0.5	95.8	95.4	8.0%	-10.6	111	10.6	111	-3.6%
CCCC(O)(c1ccc(Cl)cc1)C(CN1CCOCC1)c1ccccc1 (centres undefined)	-9.8	39.6	49.4	-70.2%	6.0	45	-6.0	45	-0.3%

Looked up by structure from above, 2 records:
SMILES	MRP resist rev	MRP resist rev cytotoxicity	MRP resist rev with doxorubicin	PLAP inhibition	IL1B NFkB inh	IL1B NFkB inh cell count 2 µM	IL1B NFkB pot	IL1B NFkB pot cell count 2 µM	Bcl-B TR3 displacers
CCOC(=O)N1CCN(C(=O)N2CCOCC2)CC1	1.0	84.4	83.4	16.4%	3.2	109	-3.2	109	-5.0%
COC(=O)c1ccc(NC(=O)C2CCCCC2C(=O)O)cc1 (centres undefined)	0.5	95.8	95.4	8.0%	-10.6	111	10.6	111	-3.6%
